OX1R antag-1: antagonists of human orexin 1 receptor | O43613 | CHO/OX1R cells, Fluo-8 calcium fluorescence, orexin A | inhibition, % at 5 µM | 330,000 compounds, 0.43% hits | AID 434989;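 active means inhibition above its plate's threshold, mean inhibition of all tested compounds on the plate plus 3 SD, cut at about 37% in these data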;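 further: 0% = orexin A challenge wells and 100% = SB-334867-A antagonist wells; not every result past the cut was called active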
Target sequence (O43613 whole entry, looked up): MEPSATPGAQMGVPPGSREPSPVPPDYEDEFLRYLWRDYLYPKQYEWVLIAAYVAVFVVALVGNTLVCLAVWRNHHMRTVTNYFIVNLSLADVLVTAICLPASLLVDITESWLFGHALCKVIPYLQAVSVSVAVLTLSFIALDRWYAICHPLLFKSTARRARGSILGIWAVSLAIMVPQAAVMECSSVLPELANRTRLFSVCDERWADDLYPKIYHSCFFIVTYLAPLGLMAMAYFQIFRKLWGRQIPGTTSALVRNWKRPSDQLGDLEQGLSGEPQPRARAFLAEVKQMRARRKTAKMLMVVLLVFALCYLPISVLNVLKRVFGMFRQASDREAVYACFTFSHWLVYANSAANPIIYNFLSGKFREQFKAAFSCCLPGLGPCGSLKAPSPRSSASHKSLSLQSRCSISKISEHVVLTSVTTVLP
OX1R antag-2: OX1R (human) antagonism | AID 485270 | 330,000 compounds, 1.8% hits | OX1R-expressing cells, FRET antagonist read-out | inhibition, % at 6.6 µM; in the data active means inhibition mostly above about 38%, no sharp cut-off; inactive means mostly below about 40%;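 further: 0% = agonist challenge alone and 100% = reference antagonist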
The depositor's hits bear a star. Rows were taken by chance. Share with any hit: about 2%.

Compound,OX1R antag-1,OX1R antag-2
CCOc1ccc(/C=C/C(=O)NCc2ccccc2)cc1,-19,15
Cc1cc(C)cc(NC(=O)C(Sc2nnc(C)c(=O)[nH]2)c2ccccc2)c1 (configuration not stated),-19,9
Cc1cc(C)c(C#N)c(SCC(=O)CC(=O)OC(C)C)n1,-5,22
COc1ccc(-n2cc(-c3ccccc3)c3c(NCCCN4CCOCC4)ncnc32)cc1,-31,10
COC(=O)c1n[nH]n(-c2ccc(F)c(Cl)c2)c1=O,-16,9
O=[N+]([O-])c1ccc([N+](=O)[O-])c(Nc2ccc(N3CCOCC3)cc2)c1,1,2
Cc1nonc1OCCNc1ccc([N+](=O)[O-])cc1[N+](=O)[O-],-18,38
COc1ccc(CC(=O)Nc2cc(S(=O)(=O)N3CCOCC3)ccc2N2CCOCC2)cc1,-26,6
Brc1ccc(-c2cnnc(N3CCCC3)n2)cc1,-23,47
CSc1ccc(CCNC(=O)C2CCN(c3nnc(-n4cccc4)s3)CC2)cc1,-3,4
O=S(=O)(c1cccc2nsnc12)N1CCOCC1,-9,92*
COC(=O)CNC(=O)CSc1ccccn1,-4,11
CCOC(=O)/C(C#N)=C/c1c(N2CCCCCC2)nc2ccccn2c1=O,-47,23
COC(=O)c1ccc(COc2ccccc2/C=N/NC(=O)c2cccnc2)cc1,-24,23
CC1CCN(C(=O)Cn2cc([N+](=O)[O-])ccc2=O)c2ccccc2S1 (configuration not stated),-36,16
CCCCN(C)CCNC(=O)c1cn(C)c(=O)c2c1c1ccccc1n2C,-44,5
CC(OC(=O)c1ccc(-n2cnnn2)cc1)C(=O)Nc1ccccc1[N+](=O)[O-] (configuration not stated),7,10
O=S(=O)(NCCSc1ccc(Cl)cc1)c1ccc2c(c1)OCCO2,9,42
O=C(Nc1ccc([N+](=O)[O-])cc1)Nc1ccc(N2CCOCC2)c2nonc12,5,6
Cc1ccc(S(=O)(=O)N2[C@@H](c3ccc(F)cc3)C(C(=O)O)=CC[C@H]2c2ccc3c(c2)OCO3)cc1,-4,33

Given field by field: two of the compounds above.
Brc1ccc(-c2cnnc(N3CCCC3)n2)cc1
  OX1R antag-1: -23
  OX1R antag-2: 47
CSc1ccc(CCNC(=O)C2CCN(c3nnc(-n4cccc4)s3)CC2)cc1
  OX1R antag-1: -3
  OX1R antag-2: 4

The results go on.
Compound,OX1R antag-1,OX1R antag-2
CC1CCCC(C)N1C(=O)c1ccc(CS(=O)(=O)c2ccccc2)cc1 (configuration not stated),-13,30
O=C(NCCc1csc(-c2ccccc2)n1)c1ccco1,-11,14
COc1cc(/C=N/NC(=O)c2ccoc2C)cc(OC)c1O,-5,14
COc1cccc(CNC(=O)Cc2csc(Nc3nc(=S)[nH]c4ccccc34)n2)c1,-18,2
CCN(CC1COc2ccccc2O1)C(=O)CN1C(=O)NC(C)(c2ccccc2)C1=O (configuration not stated),5,13
O=C(NCCC1=CCCCC1)C(=O)NCC1OCCCN1S(=O)(=O)c1cc(F)ccc1F (configuration not stated),-15,42
Cc1ccc(-c2nc3cc(Br)cnc3nc2-c2ccc(C)cc2)cc1,-22,14
O=c1cc(/N=C/c2coc3c(ccc4ccccc43)c2=O)[nH]c(=S)[nH]1,-8,14
N#Cc1cnn2c(C(F)(F)F)cc(-c3ccccc3)nc12,-15,16
CCOC(=O)COc1ccccc1/C=C\[N+](=O)[O-],-7,19
O=C(C1CCN(CCCc2ccccc2)CC1)N(CCc1ccccc1)Cc1ccccc1,-21,15
CCOC(=O)C1=C(C)NC2=C(C(=O)CC(C)(C)C2)C1c1ccc(O)c(OCC)c1 (configuration not stated),-10,11
CCC(=O)NC(=Nc1nc2ccccc2s1)NC(=O)CC,-12,23
CC1CCN(C(=O)CCNC(=O)c2ccccc2Cl)CC1,-3,28
CCC(C)(C(=O)NC1CCCCC1)N(Cc1ccco1)C(=O)CNC(=O)c1ccccc1 (configuration not stated),-13,13
CCC(=O)N(CCO)Cc1cc2ccc(C)c(C)c2[nH]c1=O,-2,-5
COc1ccc(CNc2nc3nc4c(c(=O)n3[nH]2)CCC4)cc1,-14,9
O=C(Cc1ccc(S(=O)(=O)N2CCOCC2)s1)NCCc1ccc(F)cc1,-6,3
Clc1ccc(CNCc2cccs2)cc1Cl,-18,8
COc1ccccc1CNC(=O)COC(=O)c1n[nH]c2ccccc12,13,24
CC(C)(C)NS(=O)(=O)c1ccc(CCC(=O)Nc2cc(Cl)ccc2Oc2ccccc2)cc1,65*,81*
O=C(NCCC1CCCCN1S(=O)(=O)c1ccc(Cl)cc1)C(=O)NCc1ccco1 (configuration not stated),3,16
Cn1c(=S)c2[nH]c(SCCN3CCCC3)nc2n(C)c1=O,-9,14
CC(C(=O)NCC1CCCO1)N(C(=O)c1snc(C(N)=O)c1N)c1cccc(F)c1 (configuration not stated),-23,15
O=C(CCC(=O)CCN1CCCCC1)CCN1CCCCC1,-14,22
CCCN(CC(=O)Nc1ccccc1OC)Cc1c(O)ccc2ccccc12,-18,23
COc1ccc(N2C(=O)c3ccccc3NC2c2ccc(NC(C)=O)cc2)c(OC)c1 (configuration not stated),-1,8
COc1ccc(Cn2c(C)c(C)c(C#N)c2NC(=O)Nc2ccccc2)cc1,-27,20
Cc1ccc(NC(=O)c2cc(-c3ccco3)on2)cc1C,-10,14
CCCc1cc(N2CCN(c3ccccn3)CC2)n2nc(C)c(-c3ccccc3)c2n1,-28,26
N#CCC(=O)Nc1ccc(C(=O)Nc2ccc3c(c2)OCO3)cc1,67*,67*
COc1ccc(OC)c2sc(NC(=O)C(C)C)nc12,-17,5
C=CCNC(=O)c1onc(CSc2cccc(C)c2)c1C(=O)O,-7,28
CC1(C)CC(=O)C2=C(C1)Nc1ccccc1N=C2,-11,23
CN(C)C(=O)[C@@H]1C[C@H]1[C@@H](NC(=O)OCc1ccccc1)c1ccccc1,-25,36
Cc1ccccc1C(=O)N(C)Cc1ccccc1,-14,0
S=C(NCCC(c1ccccc1)c1ccccc1)Nc1ccccc1Cl,-2,46
COc1ccc(C(=O)CN2C(=O)NC3(CCCCCC3)C2=O)cc1,-15,-3
Cc1cc(/C=N/NC(=O)C(=O)NCc2ccccn2)c(C)n1-c1ccccc1,-20,21
CCCn1nc(C(=O)NCCc2ccc(S(N)(=O)=O)cc2)c2ccccc2c1=O,-27,16
Cc1cccc(NC(=O)c2sccc2-n2cccc2)c1C,-12,10
CCOC(=O)C1C(c2cc(OC)c(OC)c(OC)c2)NC(=S)NC1(O)C(F)(F)F (configuration not stated),-20,14
Brc1ccccc1-c1nnc(CSc2nnc3sc4ccccc4n23)o1,-23,21
Cc1cc(S(=O)(=O)Nc2ccc(C(=O)NCC3(N(C)C)CCCCC3)cc2)ccc1F,30,9
N#Cc1c(C(F)(F)F)cc(-c2cccs2)nc1N1CCCCC1,-6,7
CC(=O)Nc1ccc(N2C(=O)CC(N3CCN(Cc4ccc5c(c4)OCO5)CC3)C2=O)cc1 (configuration not stated),-3,10
CN(C)c1ccc(NC(=O)c2sc(SCC(=O)Nc3ccc(Br)cc3)nc2N)cc1,-26,19
Cc1ccc(OC(=O)CCC(=O)Nc2ccc(C)c(C)c2)cc1,-15,4
Cc1ncc([N+](=O)[O-])n1Cc1ccc(F)cc1,-11,9
CCc1cccc(CC)c1N(COC)C(=O)Cn1cnc2ccccc21,-26,11
COc1ccccc1C1CC(=O)Oc2cc(C)c(Br)c(C)c21 (configuration not stated),5,16
CCCCCSc1nc2c(c(=O)[nH]c(=O)n2C)n1CC,-16,-2
Cc1cnc(C(=O)OCC(=O)NC2CCCCCC2)cn1,-19,35
C[C@@H]1CN([C@H](C)CO)C(=O)Cc2cc(NC(=O)Nc3ccccc3)ccc2O[C@@H]1CN(C)C(=O)Nc1ccc2c(c1)OCO2,-24,7
Cc1ccc(NC(=O)C(=O)C2C(=O)Nc3ccccc32)cc1 (configuration not stated),-3,5
S=C(NCc1cccnc1)Nc1ccc2c(c1)OCO2,1,24
CC(C)OC(=O)CN1C(=O)C(=O)c2ccccc21,-10,16
Cc1ccc(NC(=O)CC2COc3ccccc3O2)cc1 (configuration not stated),-7,11
NNC(=O)c1cn2ccccc2n1,-13,20
[O-][n+]1cccc2c(Br)cc(Br)c(O)c21,13,44

(further entries)
Compound,OX1R antag-1,OX1R antag-2
O=C(O)COc1ccc2c(c1)O/C(=C\c1ccco1)C2=O,-2,6
COc1cc2ccccc2cc1C(=O)Nc1ccc(N2CCN(C(=O)C(C)C)CC2)cc1,-9,4
CN(Cc1ccccc1)S(=O)(=O)c1ccc(Cl)c(C(=O)NCCCN2CCOCC2)c1,-23,1
COC(=O)C1(C)NC(c2cccc(C)c2)C2C(=O)N(c3ccc(F)cc3)C(=O)C21 (configuration not stated),-22,6
CC(=O)Nc1ccc(Sc2ncccc2C(=O)Nc2ccc(OC(F)(F)F)cc2)cn1,88*,10
COCCNC(=O)C(C)OC(=O)c1cc2occc2n1C (configuration not stated),24,11
Cc1sc2ncnc(SC(C)C#N)c2c1C (configuration not stated),0,12
O=C(CN1CCCC1)Nc1ccc(F)cc1,-7,11
CCOC(=O)c1cc(C(=O)Nc2cccc(C)c2)nn1C,-9,1
CCCCCCC(=O)N(O)C1CC(=O)N(c2ccc(Br)cc2)C1=O (configuration not stated),2,14
CCCOC(=O)C1C2C=CC(C3CC23)C1C(=O)OCC(=O)c1ccccc1 (configuration not stated),-18,2
CC(=O)N1CCC(N(CCCOC(C)C)C(=O)Nc2ccc(C)c(C)c2)CC1,-27,7
OC1(c2ccc(Cl)cc2)CCN(Cc2cn[nH]c2-c2ccccc2)CC1,-15,4
CCOc1ccccc1NC(=O)c1ccc(F)c(S(=O)(=O)N2CCC3(CC2)OCCO3)c1,5,10
CCOc1cc(S(=O)(=O)NC2CCCC2)ccc1Cl,-4,14
Cn1c(C23CC4CC(CC(C4)C2)C3)n[nH]c1=S,-7,8
Cc1cc(C)n(CC(C)C(=O)O)n1 (configuration not stated),-5,10
O=C(Nc1ccc(Cl)cc1)C1CCN(C(=O)c2cccs2)CC1,-17,7
Cc1nnc(SCC(=O)Nc2ccc(O)cc2)c2ccccc12,-3,6
COc1ccc(NC(=O)c2sccc2SCC#N)cc1,-17,0

In the list so far, these contain a COOH group:
Compound,OX1R antag-1,OX1R antag-2
Cc1ccc(S(=O)(=O)N2[C@@H](c3ccc(F)cc3)C(C(=O)O)=CC[C@H]2c2ccc3c(c2)OCO3)cc1,-4,33
C=CCNC(=O)c1onc(CSc2cccc(C)c2)c1C(=O)O,-7,28
O=C(O)COc1ccc2c(c1)O/C(=C\c1ccco1)C2=O,-2,6
Cc1cc(C)n(CC(C)C(=O)O)n1 (configuration not stated),-5,10

Other compounds follow:
Compound,OX1R antag-1,OX1R antag-2
CCOC(=O)CNC(=O)OC1CCN2Cc3ccccc3N=C12 (configuration not stated),-19,10
Cc1ccc(-c2nc(SCC(=O)N(C)C3CCS(=O)(=O)C3)[nH]c2-c2ccc(C)cc2)cc1 (configuration not stated),-24,10
COc1cc(S(=O)(=O)N(Cc2cccnc2)Cc2ccco2)ccc1-n1cnnn1,-24,24
O=C(CCn1c(=S)oc2ccccc21)NCCC1=CCCCC1,-27,16
C/C(=N/NC(=O)c1ccccn1)c1ccncc1,-20,-1
Cc1ccc(CN(C(=O)c2csnn2)C(C(=O)NC2CCCC2)c2cccnc2)cc1 (configuration not stated),-23,20
O=C(COC(=O)C1C2CC3OC(=O)C1C3C2)Nc1cccc(C(F)(F)F)c1 (configuration not stated),-5,47
C/C(=N\NC(=S)NCc1ccccc1)c1ccc(C(C)(C)C)cc1,-38,19
O=C(Nc1cccc2ccccc12)c1ccc(Cn2cc(Cl)cn2)cc1,-6,10
COc1ccc(/C=C/C(=O)N2CCN(c3ccccn3)CC2)c2ccccc12,-25,2
Cc1noc(/C=C/N(C)C)c1S(=O)(=O)N1CCN(c2ccc(F)cc2)CC1,-5,6
Cc1cc(SCCOc2ccc(Br)cc2)nc(N)n1,-8,32
COc1ccc(C(CNC(=O)c2cccc(S(=O)(=O)Nc3ccccc3OC)c2)N2CCOCC2)cc1 (configuration not stated),-34,17
COc1ccccc1NS(=O)(=O)c1cccc(NC(=O)c2cncc(Br)c2)c1,-3,17
Fc1ccc(C2Nc3cccc4cccc(c34)N2)cc1,-5,4
COC(=O)[C@H](c1ccccc1Cl)N1CCc2sccc2C1,-12,19
CSc1nc(NCC(C)O)c2c3c(sc2n1)CN(C)CC3 (configuration not stated),-8,11
CSc1ccccc1C(=O)N1CCN(c2ccc(F)cc2)CC1,-7,10
C#CCOCCOCCOCCNc1nc(N2CCN(C(=O)CCCCCCCCCCNC(=O)Cn3cc(CCCCCN)nn3)CC2)nc(N2CCN(C(=O)CCCCCCCCCCNC(=O)[C@H](CO)n3cc(CCCSC)nn3)CC2)n1,-24,-7
C=CCCC(=O)N1CCC(n2nccc2NC(=O)CCCc2ccccc2)CC1,-14,29
CCN(CC)CCCNC(=O)CC1Sc2ccccc2NC1=O (configuration not stated),0,11
CCCSc1nsc(NC(=O)C(c2ccccc2)c2ccccc2)n1,22,26
O=S(=O)(c1ccccc1F)N1CCN(Cc2nc3ccccc3[nH]2)CC1,-26,6

Some values from the list.
OX1R antag-1, COc1ccc(/C=C/C(=O)N2CCN(c3ccccn3)CC2)c2ccccc12 stands at -25
OX1R antag-2, CCOC(=O)CNC(=O)OC1CCN2Cc3ccccc3N=C12 (configuration not stated) stands at 10

Compound activity as filed in PubChem BioAssay.
